Compound activity as filed in PubChem.
APEX1 inh: APE1 (human) endonuclease inhibition; AID 2517; recombinant APE1, TAMRA/BHQ-2 abasic DNA cleavage fluorescence; actives 0.35% (n = 350,000); Potency, µM (titrated, usually from 65.8 µM), for inactives: top-dose activity change, negative = inhibition, actives largely listed as inhibitors; P27695;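 note: potency is the fitted concentration of half-maximal effect; plate controls were vehicle for no effect and reference inhibitor for full effect; nearly all actives have a fitted effect of over 55% in size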
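Incision of a quenched TAMRA/BHQ-2 THF abasic-site duplex (50 nM) by 0.75 nM APE1, after 15 min compound preincubation, measured as fluorescence increase over three 60 s reads. Values normalized to buffer, DMSO and NSC13755 control wells.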
12-LOX inh: blocks human arachidonate 12S-lipoxygenase; purified 12hLO, xylenol orange hydroperoxide absorbance; actives 1.1% (n = 580,000); Potency, µM (series often up to 108 µM), without a hit: at the top dose activity change, negative = inhibition, hits mostly inhibitors; note: potency is the fitted concentration of half-maximal effect; % is set by controls: 0 for no effect and ±100 for the full control effect
Target sequence (P18054 whole entry, looked up): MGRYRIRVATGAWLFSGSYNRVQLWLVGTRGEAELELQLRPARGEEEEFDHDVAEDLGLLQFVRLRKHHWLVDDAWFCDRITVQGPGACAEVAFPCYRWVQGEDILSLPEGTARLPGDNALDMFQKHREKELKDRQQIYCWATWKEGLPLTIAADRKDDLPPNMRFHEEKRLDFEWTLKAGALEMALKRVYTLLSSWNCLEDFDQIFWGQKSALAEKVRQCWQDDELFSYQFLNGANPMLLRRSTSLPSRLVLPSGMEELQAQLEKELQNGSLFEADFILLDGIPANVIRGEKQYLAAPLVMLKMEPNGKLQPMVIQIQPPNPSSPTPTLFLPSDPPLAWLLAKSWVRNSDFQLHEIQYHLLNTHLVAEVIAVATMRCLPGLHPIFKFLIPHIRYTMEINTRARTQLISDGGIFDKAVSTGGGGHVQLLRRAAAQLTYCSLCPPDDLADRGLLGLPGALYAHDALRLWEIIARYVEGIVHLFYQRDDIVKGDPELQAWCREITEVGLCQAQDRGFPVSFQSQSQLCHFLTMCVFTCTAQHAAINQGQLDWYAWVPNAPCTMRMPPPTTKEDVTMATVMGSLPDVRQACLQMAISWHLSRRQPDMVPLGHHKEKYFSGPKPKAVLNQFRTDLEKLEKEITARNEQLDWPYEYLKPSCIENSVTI
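Hydroperoxide product was detected by ferrous iron/xylenol orange as the 573 to 405 nm absorbance ratio. Arachidonic acid at 40 uM (final) was turned over for 30 min at room temperature by 150 nM human 12hLO, pH 7.0 Hepes buffer, after 15 min compound preincubation.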
Pol kappa inh: inhibitors of human DNA polymerase kappa; actives 0.53% (n = 400,000); Q9UBT6; AID 588579; Potency, µM (doses to about 107 µM), for the others: at the highest dose activity, negative = inhibition, most hits filed as inhibitors; purified Pol kappa, fluorescent DNA synthesis assay, 10 min; note: potency is the fitted concentration of half-maximal effect; % is set by controls: 0 for no effect and ±100 for the full control effect
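First, compounds were pin-transferred onto 10 nM Pol kappa. After 15 min at room temperature, substrate was added to 50 nM final. Fluorescence was then measured kinetically at 0 and 10 min.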
TRHR agonist: agonists of human TRH receptor | P34981 | AID 493084 | actives 0.18% (n = 360,000) | TRHR cells, calcium flux fluo-8, FDSS agonist mode | activation, % at 2 µM; in the data active = activation above about 30%; note: 0% is about no effect
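Steps: seed TRHR cells overnight; add fluo-8 no-wash Ca dye, RT 30 min–1.5 h; record 10 s baseline; pin-transfer compounds; monitor fluorescence 1 cycle/s for the agonist window. Calcium increases flag candidate agonists.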
POLI inh: DNA polymerase iota (human) inhibition | AID 588590 | Q9UNA4 | actives 1% (n = 390,000) | Pol iota fluorescent replication assay, 10 min | Potency, µM (doses to about 115 µM), for inactives: at the highest dose activity, negative = inhibition, usual class: inhibitors; note: potency is the fitted concentration of half-maximal effect
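Pol iota at 10 nM preincubated 15 min with compounds at room temperature; reaction started with fluorescent substrate, 50 nM final. Fluorescence read kinetically at 0 and 10 min; buffer-only wells as negative control.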
BLM inh: blocks DNA unwinding by human BLM helicase | recombinant BLM DNA unwinding, fluorescence dequenching | Potency, µM (titrated, usually from 56.1 µM), for the others: at the highest dose activity change, negative = inhibition, hits mostly inhibitors | actives 0.2% (n = 350,000) | P54132;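 note: potency is the fitted concentration of half-maximal effect; plate controls were vehicle for no effect and no enzyme for full effect; nearly all actives have a fitted effect of over 35% in size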
POLB inh: inhibitors of human DNA polymerase beta | Pol beta primer extension/strand displacement, fluorescence kinetic | Potency, µM (doses to about 114 µM), without a hit: at the highest dose activity change, negative = inhibition, actives largely listed as inhibitors | actives 1.3% (n = 340,000) | AID 485314; note: potency is the fitted concentration of half-maximal effect; % is set by controls: 0 for no effect and ±100 for the full control effect
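10 nM enzyme + cpd, 15 min RT; start with substrate 50 nM final; read 0 min and after 10 min RT. Corrected, normalized data; 4-parameter Hill curve fit.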
ERG Ets-DNA blk: blocks human ERG Ets domain binding to DNA | Potency, µM (series often up to 76.9 µM), for the others: top-dose FP activity, negative = inhibition, actives largely listed as inhibitors | fluorescence polarization, His-ERG Ets domain / labelled DNA | P11308 | actives 0.028% (n = 370,000); active = well fitted inhibition curve with a large enough effect in the polarisation, with a control signal flat; inconclusive = small, poorly fitted or top-dose-only effect, or effect the other way, or a change in a side signal; inactive = no such curve, though single readings can be large or run the other way; the % refers to the polarisation;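 note: polarization taken with two DNA probes labelled with fluorescein and Texas red; potency is the fitted concentration of half-maximal effect; % of control where 0% means no effect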
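His-tagged ERG Ets domain (1 uM in the protein solution; 300mM KCl, 50mM Tris-HCl, 1mM EDTA, 1mM DTT, pH 7.5) received compound, then a probe mix of 5 nM fluorescein-DNA and 100nM Texas-615-DNA. Fluorescence polarization was read for both dyes.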
Apoferritin bind: candidate novel general anesthetic via apoferritin binding; P02791; apoferritin/1-aminoanthracene competitive binding, fluorescence; Potency, µM (titrated, usually from 77.5 µM), inactives show at the highest dose activity change, negative = displacement, hits mostly inhibitors; actives 0.074% (n = 350,000); AID 485281; note: potency is the fitted concentration of half-maximal effect; % is set by controls: 0 for no effect and ±100 for the full control effect; nearly all actives have a fitted effect of over 20% in size
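Probe: 1-aminoanthracene (50% saturated, PBS). Protein: horse-spleen apoferritin, 10 uM. Incubation: 10 min, room temperature. Detection: 380 nm excitation, 535 nm emission. Analysis: normalized response, four-parameter Hill.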
* marks the source's active call; other numbers are inactive results; ? = inconclusive; / = not tested or not shown; [ ] = another dose, or the depositor's remark. Unless noted, calls come from the whole dose curve; as a rule, active = well fitted curve in the direction sought with a large enough effect; inconclusive = small, poorly fitted or top-dose-only effect, or another doubt; inactive = no such curve, though single readings can be large; an effect the other way counts as inactive or inconclusive. This is a subset; count on the stated rates, not on these rows.

smiles	APEX1 inh	12-LOX inh	Pol kappa inh	TRHR agonist	POLI inh	BLM inh	POLB inh	ERG Ets-DNA blk	Apoferritin bind
N#C/C=C/N1CCN(Cc2ccc3c(c2)OCO3)CC1	-6%	4%	2%	0.4	119%[activator]	-1%	58%	-11%	-3%
O=C(Nc1ccc(S(=O)(=O)NCCc2ccccc2)cc1)c1ccc(Br)o1	-5%	-25%	-6%	2.0	6%	-2%	-8%	-4%	?
Cc1ccc(N2C(=O)CC(C)(C)CC2=O)cc1Cl	4%	25%	-4%	1.0	-21%	1%	-15%	-1%	?
Cc1ccc(S(=O)(=O)NCC(c2ccco2)S(=O)(=O)c2ccccc2)cc1 (configuration not stated)	27%	?	7%	-0.1	10%	/	/	-7%	/
CCCc1nc2sc3ccccc3c(=O)c2c(=O)n1Cc1ccc(OC)cc1	-7%	0%	-14%	0.2	?	-1%	23%	2%	-9%
O=C(Nc1cccc(S(=O)(=O)N2CCOCC2)c1)c1cc2c(s1)CCC2	-1%	-8%	-7%	-0.7	12%	-6%	21%	-15%	-20%
CC#CC(=O)N1CCCC(C(=O)c2ccc(SC)cc2)C1 (configuration not stated)	6%	-38%	-15%	0.0	11%	5%	-20%	7%	-7%
Cc1ccccc1C(=O)NC(=S)Nc1ccccc1[N+](=O)[O-]	4%	/	2%	-0.1	-11%	-7%	42%	-3%	?
COc1ccc(NC(=O)CSc2nc3ccc(Nc4nc(N5CCOCC5)nc(N5CCOCC5)n4)cc3s2)cc1	-28%	-6%	-3%	0.4	1%	-8%	?	0%	-8%
CC(Oc1ccc(-c2ccccc2)c(F)c1)c1ccn(S(=O)(=O)c2ccc(Cl)cc2)n1 (configuration not stated)	-1%	7%	-6%	1.2	2%	-6%	6%	1%	-24%
COc1ccc(-c2cnn3c(C)cc(C)nc23)cc1OC	/	-11%	-12%[60.1 µM]	-0.8	-5%	0%	6%	5%	-9%
Clc1ccc(OCc2nn3c(C4CCCCC4)nnc3s2)cc1	-1%	?	-9%	0.6	-1%	-5%	8%	-2%	-13%
NC(=O)/C=C\C(=O)Nc1cccc(C(F)(F)F)c1	-3%	9%	-6%	-1.1	-18%	-2%	0%	/	-14%
Cc1ccc(C(C(=O)NC(C)(C)C)N(Cc2ccccc2)C(=O)c2snc(C(N)=O)c2N)o1 (configuration not stated)	-2%	4%	1%	-1.3	123%[activator]	-12%	-13%	-2%	-18%
COc1ccc(S(=O)(=O)N(CCc2ccccc2)CC(=O)NCCCO)cc1	0%	4%	-1%	-0.3	12%	-2%	15%	/	-13%
O=C(OCC(=O)N1CCN(c2ccccc2)CC1)c1cc(Cl)ccc1[N+](=O)[O-]	10%	?	1%	1.7	6%	-17%	3%	-26%	?
COc1ccc(-c2noc(CSc3nnc(-c4ccccc4)n3-c3ccc(F)cc3)n2)c(OC)c1	/	11%	4%	-0.6	-7%	1%	3%	6%	29%
Cc1cccc(C(=O)c2cnc3ccccc3c2-c2ccccc2)c1	?	-11%	-12%	-1.2	35%[activator]	-25%	-3%	8%	?
COc1ccc(N2CC(C(=O)Nc3cc(C(F)(F)F)ccc3N3CCCC3)CC2=O)c(OC)c1 (configuration not stated)	-10%	-23%	0%	-0.2	10%	/	/	12%	/
CCOc1ccc(-c2nc(C#N)c(NCc3ccc4c(c3)OCO4)o2)cc1	31%[activator]	0%[57.4 µM]	-10%	0.0	-7%	3%	11%	0%	-10%
CC1(C(=O)OCC(=O)NC(=O)NCc2ccccc2)CC1(Cl)Cl (configuration not stated)	0%	?	-5%	-0.5	6%	-10%	11%	2%	?
Cc1nc(-c2ccc(C(=O)Nc3cccc(F)c3)cc2)cs1	6%	?	-1%	0.8	-13%	0%	-10%	-5%	-2%

Two entries from above in a different format:
Every second line gives: APEX1 inh	12-LOX inh	Pol kappa inh	TRHR agonist	POLI inh	BLM inh	POLB inh	ERG Ets-DNA blk	Apoferritin bind
- Cc1ccccc1C(=O)NC(=S)Nc1ccccc1[N+](=O)[O-]
 : 4%	/	2%	-0.1	-11%	-7%	42%	-3%	?
- COc1ccc(NC(=O)CSc2nc3ccc(Nc4nc(N5CCOCC5)nc(N5CCOCC5)n4)cc3s2)cc1
 : -28%	-6%	-3%	0.4	1%	-8%	?	0%	-8%

9 compounds from above, ordered by count of non-hydrogen atoms, high to low:
smiles	APEX1 inh	12-LOX inh	Pol kappa inh	TRHR agonist	POLI inh	BLM inh	POLB inh	ERG Ets-DNA blk	Apoferritin bind
COc1ccc(-c2noc(CSc3nnc(-c4ccccc4)n3-c3ccc(F)cc3)n2)c(OC)c1	/	11%	4%	-0.6	-7%	1%	3%	6%	29%
CC(Oc1ccc(-c2ccccc2)c(F)c1)c1ccn(S(=O)(=O)c2ccc(Cl)cc2)n1 (configuration not stated)	-1%	7%	-6%	1.2	2%	-6%	6%	1%	-24%
O=C(OCC(=O)N1CCN(c2ccccc2)CC1)c1cc(Cl)ccc1[N+](=O)[O-]	10%	?	1%	1.7	6%	-17%	3%	-26%	?
O=C(Nc1ccc(S(=O)(=O)NCCc2ccccc2)cc1)c1ccc(Br)o1	-5%	-25%	-6%	2.0	6%	-2%	-8%	-4%	?
Cc1cccc(C(=O)c2cnc3ccccc3c2-c2ccccc2)c1	?	-11%	-12%	-1.2	35%[activator]	-25%	-3%	8%	?
CC1(C(=O)OCC(=O)NC(=O)NCc2ccccc2)CC1(Cl)Cl (configuration not stated)	0%	?	-5%	-0.5	6%	-10%	11%	2%	?
CC#CC(=O)N1CCCC(C(=O)c2ccc(SC)cc2)C1 (configuration not stated)	6%	-38%	-15%	0.0	11%	5%	-20%	7%	-7%
N#C/C=C/N1CCN(Cc2ccc3c(c2)OCO3)CC1	-6%	4%	2%	0.4	119%[activator]	-1%	58%	-11%	-3%
NC(=O)/C=C\C(=O)Nc1cccc(C(F)(F)F)c1	-3%	9%	-6%	-1.1	-18%	-2%	0%	/	-14%
